# LYPLA1 counter = counter-screen for PME1 inhibitors: inhibitors of human LYPLA1; O75608; recombinant LYPLA1, FP-Rh probe fluorescence polarization; inhibition, % at 5.9 µM; 0.16% of 320,000 active; AID 2174;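 active means inhibition above the mean of all tested compounds plus 3 SD, set per campaign, cut at about 14% in these data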;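 further: inhibitors block serine hydrolase probe labeling of LYPLA1 so polarization falls; 0% = enzyme with DMSO and 100% = wells lacking LYPLA1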
# Target sequence (O75608 whole entry, looked up): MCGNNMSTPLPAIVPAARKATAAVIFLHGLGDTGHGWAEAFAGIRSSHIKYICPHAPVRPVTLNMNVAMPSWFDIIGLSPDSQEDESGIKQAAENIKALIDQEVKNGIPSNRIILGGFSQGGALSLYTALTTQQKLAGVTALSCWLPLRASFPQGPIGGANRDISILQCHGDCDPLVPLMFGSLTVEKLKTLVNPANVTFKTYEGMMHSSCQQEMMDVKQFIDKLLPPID
# PAFAH1B3 inh = PAFAH1B3 (human) inhibition. inhibition, % at 3.39 µM. 0.28% of 340,000 active. Q15102. recombinant PAFAH1B3, FP-rhodamine probe, fluorescence polarization;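 active means inhibition above the screen-wide average of all tested compounds plus 3 SD, cut at about 25% in these data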;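 further: 0% = enzyme with DMSO only and 100% = wells lacking PAFAH1B3 protein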
# Target sequence (Q15102 whole entry, looked up): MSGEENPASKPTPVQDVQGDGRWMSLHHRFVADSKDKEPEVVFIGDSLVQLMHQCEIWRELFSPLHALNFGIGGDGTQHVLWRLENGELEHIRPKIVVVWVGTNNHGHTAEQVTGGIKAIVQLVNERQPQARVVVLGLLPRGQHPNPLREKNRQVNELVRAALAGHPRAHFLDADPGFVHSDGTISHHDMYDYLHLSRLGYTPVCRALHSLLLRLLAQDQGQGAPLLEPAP
# PAFAH2 inh = PAFAH2 (human) inhibition; recombinant PAFAH2, FP-rhodamine activity probe, fluorescence polarization; inhibition, % at 3.39 µM; 0.99% of 340,000 active;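 active means inhibition above the mean over all tested compounds plus 3 SD, cut at about 30% in these data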;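 further: inhibitors block probe labeling of enzyme so polarization drops; 0% = enzyme with DMSO and 100% = wells lacking PAFAH2 protein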
# PAD4 inh = inhibitors of human PAD4. Q9UM07. recombinant PAD4, RCA probe fluorescence polarization. inhibition, % at 6.36 µM. 0.41% of 330,000 active. AID 485272;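 active means percent inhibition above a cutoff equal to the mean of all tested compounds plus 3 SD, cut at about 15% in these data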;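 further: 0% = PAD4 with RCA probe and DMSO and 100% = probe without PAD4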
# GSTO1 inh = GSTO1 inhibition, counter-screen for RBBP9 inhibitors; AID 1974; 1.1% of 300,000 active; P78417; inhibition, % at 5.96 µM; recombinant GSTO1, activity-based probe fluorescence polarization;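 active means inhibition above the campaign mean inhibition plus 3 SD, cut at about 35% in these data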;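 further: 0% = GSTO1-1 with DMSO and 100% = wells lacking GSTO1-1 enzyme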
# Target sequence (P78417 whole entry, looked up): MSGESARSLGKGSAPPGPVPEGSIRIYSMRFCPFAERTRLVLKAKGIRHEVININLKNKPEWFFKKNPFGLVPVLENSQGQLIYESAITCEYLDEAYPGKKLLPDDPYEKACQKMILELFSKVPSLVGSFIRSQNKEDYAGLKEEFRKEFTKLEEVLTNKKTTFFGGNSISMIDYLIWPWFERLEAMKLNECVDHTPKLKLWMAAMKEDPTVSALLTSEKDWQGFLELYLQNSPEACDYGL
# pPAFAH inh = inhibitors of human plasma PAF acetylhydrolase (pPAFAH); 1.5% of 330,000 active; inhibition, % at 3.39 µM; recombinant pPAFAH, FP-rhodamine probe fluorescence polarization;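 active means inhibition above the mean inhibition across the screen plus 3 SD, cut at about 25% in these data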;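 further: inhibitors block binding of the rhodamine activity-based probe so polarization drops; 0% = enzyme with DMSO and 100% = wells lacking pPAFAH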
# Fam108B inh = Fam108B inhibition, counter-screen for RBBP9 inhibitors; AID 1947; recombinant Fam108B, FP-Rh probe fluorescence polarization; inhibition, % at 9.51 µM; 0.33% of 300,000 active;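 active means inhibition above the screen mean inhibition plus 3 SD, computed separately per campaign, cut at about 18% in these data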;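 further: inhibitors lower polarization as less probe binds the enzyme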
# PME-1 primary = blocks human protein phosphatase methylesterase 1. recombinant PME-1, FP-Rh probe fluorescence polarization. Q9Y570. 0.53% of 320,000 active. inhibition, % at 5.9 µM;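 active means inhibition above the campaign mean of all compounds plus 3 SD, cut at about 26% in these data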;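 further: competitive labeling of PME-1 active site by serine hydrolase directed probe; 0% = PME-1 with DMSO and 100% = wells lacking PME-1 enzyme; inhibitors block probe labeling so polarization falls and inhibition rises; many of its hits are not listed in these tables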
# PAFAH1B2 inh = PAFAH1B2 (human) inhibition; recombinant PAFAH1B2, FP-rhodamine activity probe, fluorescence polarization; inhibition, % at 3.39 µM; 1.2% of 340,000 active; AID 492953;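 active means inhibition above the mean of all tested compounds plus 3 SD, cut at about 24% in these data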;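 further: 0% = enzyme with DMSO and 100% = wells lacking PAFAH1B2; many of its hits are not listed in these tables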
# Target sequence (P68402 whole entry, looked up): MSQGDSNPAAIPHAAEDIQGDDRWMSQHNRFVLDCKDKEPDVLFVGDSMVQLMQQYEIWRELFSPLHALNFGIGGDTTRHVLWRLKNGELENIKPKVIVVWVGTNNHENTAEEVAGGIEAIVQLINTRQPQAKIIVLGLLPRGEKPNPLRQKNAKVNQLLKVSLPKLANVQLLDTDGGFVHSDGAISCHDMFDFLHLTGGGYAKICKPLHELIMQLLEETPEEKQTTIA
# * = called active by the depositor; / = not tested or not shown. An excerpt. The share of hits here may be higher or lower than overall.
SMILES,LYPLA1 counter,PAFAH1B3 inh,PAFAH2 inh,PAD4 inh,GSTO1 inh,pPAFAH inh,Fam108B inh,PME-1 primary,PAFAH1B2 inh
c1nc2n(n1)C1=C(CCCC1)C1(CCCCC1)N2,-1.4,9.1,-0.7,-1.0,2.9,5.4,-2.1,1.9,1.8
CC(C)C(=O)Nc1ccc(C(=O)NNC(=O)C(c2ccccc2)c2ccccc2)cc1,-6.7,-1.4,-5.0,3.9,-2.7,1.4,0.8,-6.0,0.2
CC[C@H](C)[C@@H](C(=O)NCCCCCCCCCCC(=O)N1CCNCC1)n1cc(CCCCCN)nn1,-0.2,7.6,6.2,-0.7,1.6,-0.1,-3.1,1.0,-1.8
CC1CCC(NC(=O)COC(=O)CCC(=O)c2ccc(Cl)s2)CC1 (centres undefined),2.8,3.3,3.2,-3.0,11.7,11.0,0.2,5.1,3.2
CCC/C(=N/Nc1ccc(Cl)cc1)c1cnnc(-c2ccccc2)n1,-1.9,/,/,-2.1,-4.3,1.1,1.8,3.2,/
O=C(C1CCCCC1)N(Cc1ccccc1)c1ccccn1,0.3,5.5,4.3,-1.7,1.6,3.9,2.2,-7.3,-3.7
CSc1nc2ncc(C#N)cn2n1,1.9,-4.0,8.4,-7.6,-1.6,-2.5,-0.4,-4.8,4.8
COc1ccc(C)cc1NC(=O)c1ccc(NS(=O)(=O)c2cccs2)cc1,-1.9,-4.2,5.8,-2.4,9.4,32.2*,1.4,7.7,-2.1
CCOc1ccccc1NC(=O)C1CCCN(C(=O)Nc2ccccc2)C1 (centres undefined),2.1,12.3,8.6,1.4,-6.0,0.3,1.2,-2.5,4.3
O=C(CSc1nnc(-c2cccnc2)n1CCN1CCCCC1)Nc1cccc(Cl)c1,-0.7,9.4,-9.7,-2.9,0.7,1.6,-2.7,-0.3,-0.9
COc1ccc(O)c(C(=O)c2cnn(S(=O)(=O)c3ccc(C)cc3)c2)c1,-2.0,-13.4,8.6,-3.2,/,-0.6,/,12.4,10.1
CC(C)NC(=O)c1onc(CSc2cccc3ccccc23)c1C(=O)O,-1.8,10.5,9.6,-5.5,-21.2,-2.5,2.9,-7.6,17.2
CCCNC(=O)c1ccccc1N1CCN(CCCCN2C(=O)C3CCCCN3C2=O)CC1 (centres undefined),4.8,3.1,-2.9,1.6,-2.2,5.7,2.5,-0.9,-0.9
COc1ccc(C(=O)C[n+]2ccc3c(c2)nc(-c2cc(OC)c(OC)cc2OC)n3C)cc1,-0.4,7.9,6.6,1.1,1.7,2.6,-0.7,5.3,8.0
Cc1onc(-c2c(F)cccc2Cl)c1C(=O)N1C=CC(C(F)(F)F)=NCC1,-0.6,8.3,-3.3,-2.0,7.1,0.1,0.6,-0.2,-4.8
O=C(Nc1ccc2c(c1)OCO2)C1CCN(C(=O)c2ccc(Br)cc2)CC1,3.8,2.5,-0.8,-0.6,7.1,0.5,1.3,3.2,1.1
CC(=O)Nc1ccc(C(=O)NCCCOC(C)C)cc1,-2.0,9.9,0.9,-4.0,5.8,-1.3,-3.1,-14.4,-2.3
Cc1ccc(C(C(=O)NC(C)(C)C)N(C(=O)CCC(=O)Nc2ccccn2)c2ccccc2F)cc1 (centres undefined),0.4,-5.3,2.9,0.3,3.1,0.2,-3.7,6.8,-0.3
CC(C)(C)c1ccc(C(=O)NCC(=O)OCC(=O)Nc2ccc3c(c2)OCCO3)cc1,4.3,-0.1,3.4,-4.1,-4.3,18.8,2.4,4.3,11.9
Cc1nnc(SCC(=O)N(C2CCCCC2)C2CCS(=O)(=O)C2)n1N (centres undefined),-2.2,-1.2,-1.4,-4.8,0.7,-8.6,0.1,-7.6,3.1
O=C(N[C@H](C(=O)O)c1ccccc1)C1CCC(Cn2cnc3ccccc3c2=O)CC1 (some centres undefined),-3.0,7.3,-2.3,-0.9,5.9,3.5,-0.6,-1.6,6.5
Cn1c(O)c(N=NC(=O)C2COc3ccccc3O2)c2ccccc21 (centres undefined),1.0,5.3,-3.1,-2.4,-3.9,7.0,0.3,3.4,3.0
COc1ccc(-c2ccc(=O)n(Cc3cccc([N+](=O)[O-])c3)n2)cc1,-1.9,12.4,5.8,-0.2,-3.0,1.6,1.6,7.5,8.0
c1ccc(OCCSc2ncnc3nc[nH]c23)cc1,0.1,10.5,1.9,3.3,0.9,-3.4,16.0,-6.4,0.3
C#CCOCCOCCOCCNc1nc(N2CCN(C(=O)[C@H](CCC(=O)O)n3cc(C(N)CC(C)C)nn3)CC2)nc(N2CCN(C(=O)[C@H](CCC(=O)O)n3cc(C(N)CC(C)C)nn3)CC2)n1 (some centres undefined),-0.4,6.2,2.7,-3.5,-2.3,-0.5,1.3,2.2,-3.4
# (more compounds)
SMILES,LYPLA1 counter,PAFAH1B3 inh,PAFAH2 inh,PAD4 inh,GSTO1 inh,pPAFAH inh,Fam108B inh,PME-1 primary,PAFAH1B2 inh
Cc1ccccc1Nc1nnc(SCC(=O)N(C)C2CCS(=O)(=O)C2)s1 (centres undefined),-3.9,-0.5,2.2,0.3,-0.5,1.1,3.3,0.9,1.9
CCN(CC)C(=O)N1CCN(Cc2ccc3c(c2)OCO3)CC1,-4.6,8.2,-3.9,-1.5,5.4,-2.1,4.8,6.5,-2.0
O=C(O)c1ccc(/C=N/NC(=O)c2cc(-c3cccs3)nc3ccccc23)cc1,-4.1,0.4,-3.8,5.5,-3.4,4.7,-1.0,-1.6,9.5
Cc1nc2nc[nH]n2c(=O)c1NS(=O)(=O)c1ccc(F)cc1,-8.7,1.3,-0.9,-2.2,5.6,-1.5,-2.5,0.4,3.5
CC(C)(C)S(=O)(=O)/C(C#N)=N/Nc1ccc(S(C)(=O)=O)cc1,0.7,/,/,-9.5,-8.6,4.5,2.8,2.6,/
Cc1ccc(C2CC(C(F)F)n3ncc(C(=O)Nc4cnn(Cc5ccccc5C)c4)c3N2)cc1 (centres undefined),0.3,-2.1,-4.3,-0.5,4.8,3.6,3.3,0.6,-3.2
Cc1cc(/C=N/NC(=O)c2ccsc2)c(C)n1-c1cnccn1,-2.9,4.0,-3.2,-9.7,4.8,-3.2,2.4,-8.6,0.1
COc1ccc2nc(NC(=O)C(NS(=O)(=O)c3cccc4nsnc34)C(C)C)sc2c1 (centres undefined),-11.3,-24.0,-24.5,-0.8,-12.4,-3.8,-19.1,-20.8,-11.4
Cc1ccc(C(=O)Nc2cccc(C(=O)O)c2)cc1,1.4,/,/,-6.6,1.9,-3.9,-1.4,-6.3,/
CNC(=O)c1ccc(-c2ccc(OC)cc2)s1,1.3,-6.2,0.6,-4.7,-2.6,2.5,3.2,-2.3,-2.3
Cc1ccc(-c2csc(Cc3nc(-c4cc5ccccc5oc4=O)cs3)n2)cc1,-4.4,-9.0,-5.9,0.8,-3.5,-4.8,-0.8,-7.7,-5.5
O=C(NCc1ccccc1)c1ccc(S(=O)(=O)Nc2cccc(C(F)(F)F)c2)cc1,-5.2,-0.5,-5.2,2.5,-2.7,9.6,-1.3,-1.1,5.5
COc1ccc(CCn2c(C)cc(C(=O)CSc3nnnn3-c3ccccc3)c2C)cc1OC,1.7,7.3,-2.4,-2.1,-5.5,8.7,1.1,3.6,6.3
CCC(=O)NC1(C(F)(F)F)C(=O)Nc2c1c(=O)[nH]c(=O)n2CC(C)C (centres undefined),-3.6,3.8,0.5,2.0,2.9,7.0,-1.2,1.2,4.5
CCOC(=O)c1ccc(CN(Cc2ccc(C)cc2)S(=O)(=O)c2cccc([N+](=O)[O-])c2)cc1,-3.1,-2.8,-2.2,-2.6,4.0,-0.3,3.3,2.7,-2.8
COc1cc(C(C)=O)ccc1OCC(=O)Nc1ccc2nc(C)sc2c1,0.6,2.7,2.2,-1.4,/,0.1,/,-11.0,-2.0
O=C(NCCc1ccccc1)c1ccccc1NS(=O)(=O)N1CCCC1,-1.1,1.7,2.3,2.3,-6.2,1.0,0.0,1.7,-5.7
COc1cccc(CNC(=O)CCC(=O)N2CCOCC2)c1,0.1,4.3,-0.2,-4.9,/,-1.3,/,-2.7,2.6
CS(=O)(=O)N(CC(=O)NCc1ccccc1Cl)C1CCCCC1,-1.9,0.8,-4.4,-3.5,4.5,-0.7,-1.0,5.9,0.9
Cc1ccc(N=Cc2sc(O)c3ccccc23)c(C)c1,1.1,10.0,4.7,-3.3,-5.0,7.0,-7.9,-10.0,-2.8
COC(=O)c1ccc(NC(=S)N2CCN(Cc3ccc(Cl)cc3)CC2)cc1,0.4,13.6,3.4,-0.6,1.9,15.6,1.3,0.8,-2.3
CCOC(=O)N1CCC(NC(=O)Cc2ccccc2)CC1,-1.9,9.9,5.6,1.2,0.0,1.2,1.2,0.4,-0.1
O=[N+]([O-])c1ccc(OCCn2cnc3ccccc32)cc1,-1.9,5.7,0.8,-1.8,8.0,3.9,5.8,-3.4,-2.1
O=C(Nc1ccccc1)N1CCc2ccccc21,-3.9,6.9,-0.4,-3.3,6.9,0.9,-1.1,-1.6,0.5
COc1cccc(CNC(=O)C2CCN(S(=O)(=O)c3c(C)nn(C)c3C)CC2)c1,0.9,1.6,1.6,-3.5,-1.8,3.9,0.3,5.4,3.5
# Additional structures follow.
SMILES,LYPLA1 counter,PAFAH1B3 inh,PAFAH2 inh,PAD4 inh,GSTO1 inh,pPAFAH inh,Fam108B inh,PME-1 primary,PAFAH1B2 inh
CC(=O)Nc1c(O)c2ccccc2[nH]c1=O,2.9,9.5,-4.6,-2.2,8.7,1.2,-3.8,5.4,-1.3
CC(=O)c1cn(CC(=O)NCC2CCCO2)c2ccccc12 (centres undefined),0.4,4.9,2.7,3.1,2.3,-6.7,-7.0,-10.6,3.4
O=C(Nc1cc2c3c(c1)CC(=O)N3CCC2)c1ccccc1C(F)(F)F,2.3,11.8,3.1,-2.0,15.4,5.2,-1.4,5.2,3.7
COc1cccc(C(=O)Nc2ccncc2)c1OC,-0.3,8.0,0.9,1.7,3.2,-0.7,-0.1,-1.7,-0.5
CC1CCc2[nH]c3ccc(C(=O)N4CCCC(C(F)(F)F)C4)cc3c2C1 (centres undefined),2.1,-0.4,24.9,0.0,7.9,12.8,0.5,-0.2,5.2
Cc1cccc(C)c1NC(=O)C(c1ccccc1)N1CCOCC1 (centres undefined),-0.7,-2.9,-2.5,0.8,6.9,-3.0,2.5,-0.4,-2.8
O=C(NCC(=O)N(c1ccc(F)cc1)C(C(=O)NC1CCCC1)c1cccnc1)c1cccs1 (centres undefined),-1.0,5.4,13.1,0.4,-1.1,0.4,-1.3,0.4,0.5
NC(=O)CCCc1nc(-c2ccccc2)no1,-3.2,10.1,-1.6,-1.3,2.3,1.1,1.6,-0.2,1.9
CCOc1cc(-c2cc(-c3ccc(OC)cc3)nc(N)c2C#N)ccc1O,-7.0,4.1,-1.0,1.4,-10.6,5.7,3.1,-1.2,0.2
Cc1ccc(NC(=S)N/N=C/c2ccc(Cl)c([N+](=O)[O-])c2)cc1,2.8,-6.2,-3.5,-1.8,-1.6,0.0,-3.7,-0.6,3.7
COC(=O)c1cc(Cl)c(NC(=O)Cc2ccccc2)cc1OC,1.6,2.1,-1.3,0.7,3.3,4.3,0.1,-2.2,0.4
Cc1nccn1CCC1CCCCN1C(=O)CCc1nnc(-c2ccsc2)o1 (centres undefined),-3.6,3.7,2.7,-1.7,-3.6,4.0,-0.5,-2.7,5.7
O=C(CCC1CCCC1)Nc1cccn(Cc2ccccc2Br)c1=O,-3.5,5.4,2.4,-8.7,8.0,6.2,-2.5,-3.8,8.8

# Screens from PubChem BioAssay.
